BAZ2B inh – inhibitors of human BAZ2B bromodomain; Q9UIF8; AlphaScreen BAZ2B-H3K14Ac peptide displacement; Potency, µM (titrated, usually from 114 µM), for inactives: at the highest dose activity change, negative = inhibition, actives largely listed as inhibitors; 360,000 tested, 4.4% active; AID 504333; note: potency is the fitted concentration of half-maximal effect; % is set by controls: 0 for no effect and ±100 for the full control effect; nearly all actives have a fitted effect of over 60% in size
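BAZ2B 50 nM plus b-H3(5-23)K14Ac 50 nM, PBS pH 7.4/0.01% Tween-20, 30 min RT; compound added (max 110 uM), 30 min RT; streptavidin donor/Ni-chelate acceptor beads 10 ug/mL final, 20 min dark; AlphaScreen read.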
HP1b binding inh – HP1-beta chromodomain-methylated histone interaction inhibition; P83916; AlphaScreen HP1-beta / biotin-H3K9me3 peptide binding; Potency, µM (titrated, usually from 114 µM), for the others: top-dose activity change, negative = inhibition, usual class: inhibitors; 390,000 tested, 0.56% active; AID 540317; note: potency is the fitted concentration of half-maximal effect; nearly all actives have a fitted effect of over 70% in size; inactives centre near 23
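Compound inhibition of the preformed complex between 50 nM HP1-beta and 50 nM biotinylated H3K9me3 peptide was read by AlphaScreen. Buffer was PBS pH 7.4 with 0.01% Tween-20. Incubations ran 30 min at room temperature, with 10 ug/mL donor/acceptor beads.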
Pin1 inh – human Pin1 inhibition. Q13526. Pin1 FP peptide displacement, HiFluor488, 10 min. Potency, µM (highest dose often 115 µM), without a hit: at the top dose activity, negative = inhibition, hits mostly inhibitors. 390,000 tested, 0.009% active. AID 504891; active = well fitted inhibition curve with a large enough effect in the polarisation, with a control signal flat, not every such curve was filed as active; inconclusive = small, poorly fitted or top-dose-only effect, or effect the other way, or a change in a side signal; inactive = no such curve, though single readings can be large or run the other way; the % refers to the polarisation; note: potency is the fitted concentration of half-maximal effect; % is set by controls: 0 for no effect and ±100 for the full control effect
Pol eta inh – blocks human DNA polymerase eta activity | Q9Y253 | recombinant Pol eta, fluorescent DNA replication assay | Potency, µM (titrated, usually from 114 µM), inactives show at the highest dose activity change, negative = inhibition, most hits filed as inhibitors | 390,000 tested, 1.2% active | AID 588591; note: potency is the fitted concentration of half-maximal effect; % is set by controls: 0 for no effect and ±100 for the full control effect
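Fluorescent replication assay: 50 nM final substrate added after a 15 min room-temperature compound preincubation with 10 nM enzyme. Signal taken at 0 min and again at 10 min.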
PI4K2A inh – blocks human PI4K2A kinase activity; Q9BTU6; purified PI4K2A, ADP-Glo luminescence, 1 h; stronger effect = lower value; activity change, negative = inhibition, % at 76.9 µM; 420,000 tested, 0.13% active; AID 1346378; in the data active = activity change below about -50%; inconclusive = mostly about -30% to -49%;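 note: -100% = wells without enzyme as full effect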
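In this quantitative HTS, ADP production by PI4K2A was quantified luminescently after 1 h at ambient temperature; 100 microM adenosine served as plate-quality control.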
JMJD2A Tudor inh – JMJD2A Tudor domain (human) inhibition; O75164; AlphaScreen JMJD2A-Tudor / H3K4me3 peptide binding; Potency, µM (series often up to 114 µM), for the others: top-dose activity change, negative = inhibition, usual class: inhibitors; 390,000 tested, 4.4% active; note: potency is the fitted concentration of half-maximal effect; % is set by controls: 0 for no effect and ±100 for the full control effect; nearly all actives have a fitted effect of over 50% in size
GLS inhibitor – inhibitors of human glutaminase (GLS); O94925; GLS enzymatic activity, qHTS titration; Potency, µM (highest dose often 45.5 µM), inactives show top-dose activity change, negative = inhibition, hits mostly inhibitors; 410,000 tested, 0.21% active; AID 624170; note: potency is the fitted concentration of half-maximal effect; % is set by controls: 0 for no effect and ±100 for the full control effect
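Read-out is an Amplex red fluorescence increase coupled through glutamate oxidase and HRP, measured before and after 30 min room-temperature incubation. hKGA is in 45 mM KH2PO4 (pH 8.2) with 0.02% Tween-20; glutamine added as 1mM solution.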
PGK inhibitor – blocks T. brucei phosphoglycerate kinase | P07378 | PGK/GAPDH coupled, Kinase-Glo luminescence, 60 min | Potency, µM (series often up to 57.5 µM), for inactives: at the top dose activity change, negative = inhibition, usual class: inhibitors | 380,000 tested, 0.043% active | AID 602233; note: potency is the fitted concentration of half-maximal effect; % is set by controls: 0 for no effect and ±100 for the full control effect; nearly all actives have a fitted effect of over 60% in size
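Recombinant glycosomal PGK reaction used 1,3-bisphosphoglycerate generated in-well by GAPDH (100nM final) in 100mM TEA pH 7.6, 5mM MgCl2, 0.01% Tween-20. After 60 minutes at room temperature, ATP was read by Kinase-Glo Plus luminescence end-point.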
G9a block – G9a (human) methyltransferase inhibition. G9a H3K9 monomethylation, AlphaScreen, 2 h. Potency, µM (top dose mostly 102 µM), for inactives: top-dose activity, negative = inhibition, most hits filed as inhibitors. 350,000 tested, 8.8% active. AID 504332; note: potency is the fitted concentration of half-maximal effect; % is set by controls: 0 for no effect and ±100 for the full control effect; nearly all actives have a fitted effect of over 75% in size
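G9a (20 nM) was preincubated 15 min with compound, then reacted 2 h at room temperature with 500 nM biotin-H3K9 peptide and 20 µM SAM. Monomethyl-H3K9 detected by AlphaScreen using anti-H3K9me1 antibody.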
* hit, by the source's call; i = inactive; ? = inconclusive; · = no result given; & = joins results of further samples; [ ] = remark or other dose. Unless noted, calls come from the whole dose curve; as a rule, active = well fitted curve in the direction sought with a large enough effect; inconclusive = small, poorly fitted or top-dose-only effect, or another doubt; inactive = no such curve, though single readings can be large; an effect the other way counts as inactive or inconclusive. Not all compounds are listed; count on the stated rates, not on these rows.

PGK inhibitor | BAZ2B inh | G9a block | JMJD2A Tudor inh | PI4K2A inh | Pin1 inh | HP1b binding inh | GLS inhibitor | Pol eta inh | molecule
i | · | · | · | 4 | · | · | -8% | -4% | CCc1cc2c(SCC(=O)NC3CCCC3)ncnc2s1
2% | -3% | ? | ? | 5 | 5% | -2% | 18% | -9% | COC(=O)C1NN=C(C(=O)c2ccccc2)C1c1ccccc1 (centres undefined)
-8% | -5% | 46% | 38%[activator] | -4 | 6% | 66%[activator] | 8% | -21% | CCCN(CC(=O)Nc1ccc(Cl)cc1Cl)C(=O)CC(NC(C)=O)c1ccccc1 (centres undefined)
-5% | -4% | ? | -12% | 1 | -2% | 55%[activator] | 29% | -15% | Cc1ccc2c(=O)oc(N(C)C)nc2c1
-7% | -3% | -31% | -19% | -7 | 1% | 36% | -6% | -2% | C=CCNC(=O)CSc1ncc2c(n1)-c1c(csc1SC)CC2
-9% | · | ? | ? | -3 | -4% | 0% | -13% | -16% | Cc1cccc(-n2c(-c3ccco3)nc3c(cnn3-c3ccccc3C)c2=O)c1
-1% | -16% | 12% | -12% | -12 | 0% | 16% | 7% | -11% | O=C(CSc1nnc(-c2ccncc2)s1)Nc1ccccc1
i | 2% | -1%[59 µM] | -13% | 4 | ? | 18%[57 µM] | 6% | -10% | CCCNC(=O)C1CCN(c2nc3ccc(C)cc3[nH]2)CC1
-10%&1% | 3% | 13%[59 µM] | -10% | 0&3 | ? | 34%&28% | -1%&-29% | ? | C=CCn1c(SCC(=O)/C(C#N)=C(\C)N)nc2sc(CC)cc2c1=O
2% | -17% | 22% | -5% | -4 | 42%[activator] | 56%[activator] | 1% | 0% | CCCCc1cc(=O)oc2cc(C)cc(OCC(=O)Nc3cccnc3)c12
-5% | -7% | ? | -16% | -8 | -1% | 25% | -1% | -13% | CC(C)(C)c1ccc(-c2noc(CCC(=O)Nc3cccc(Cl)c3)n2)cc1
-8% | -2% | 6%[59 µM] | -14% | -3 | 35%[activator] | 22% | 8% | -24% | CCC1CCCCN1S(=O)(=O)c1ccc(NC(=O)c2cc(=O)c3ccccc3o2)cc1 (centres undefined)
-5% | -4% | -9%[12.7 µM] | 3% | -4 | 5% | 11% | 2% | -4% | COc1ccc(-c2cc3ncc(C(C)=O)c(C)n3n2)cc1
-4% | -15%&-14% | -2%[59 µM] | -22%&-18% | -1&0 | 3%&-10% | 70%&6%[activator] | 0%&2% | -21%&-11% | O=C(c1ccc2c(c1)CCN2S(=O)(=O)c1ccccc1)N1CCN(c2ccccc2F)CC1
-7% | -1% | 20% | -25% | -2 | 0% | 44%[activator] | -2% | -5% | COc1ccc(NC(=O)C2CCN(S(=O)(=O)c3cccnc3)CC2)cc1Cl
-9% | -24% | ? | 3% | -2 | 2% | 39%[activator] | 10% | -9% | N#CC(c1ccc(O)cc1)c1ncc(C(F)(F)F)cc1Cl (centres undefined)
i | 45µM* | ? | 40µM* | 5 | -1% | 16µM* | 25% | -24% | O=C(NC(=S)Nc1ccc(N2CCCCC2)cc1)c1ccco1
-4% | -34% | -28%[59 µM] | -30% | -3 | 3% | -23% | 2% | -26% | COc1ccc(-c2nc(CSCC(=O)N3CCN(c4cccc(C)c4C)CC3)c(C)o2)cc1OC
-9% | -35% | ? | 79µM* | 1 | -2% | ? | 3% | -10% | S=c1[nH]nc(Cc2ccc(Br)cc2)n1/N=C/c1ccc(Cl)cc1
4% | -4% | 8% | -10% | 2 | -3% | 65%[activator] | -4% | -9% | CC(C)[C@H](NC(=O)c1ccc(Cl)c([N+](=O)[O-])c1)C(=O)O
-9% | -31% | 16%[59 µM] | -31% | -6 | 1% | -8% | 13% | -5% | Cc1ccc(C(=O)Nc2cc(C(C)C)c(O)c(C(C)C)c2)cc1
0% | 1% | 19% | -6%[11.4 µM] | 1 | 1% | -10% | 11% | -15% | COc1ccc(C(CNC(=O)c2ccco2)N2CCCCC2)cc1 (centres undefined)
i | -14% | ? | -1% | -6 | -5% | 44%[activator] | -1% | -1% | CN1CCC(NC(=O)c2ccncc2)CC1
-4% | -7% | -6% | -2% | 0 | -1% | 19% | -5% | 6% | COc1ccc(-n2c(=O)c3c4c(sc3n(CC(=O)NCC3CCCO3)c2=O)CCCC4)c(OC)c1 (centres undefined)
6% | -1% | 2%[59 µM] | -4% | -1 | 0% | 28% | -5% | -18% | COc1ccc(Cn2c(=O)c3oc4ccccc4c3n(Cc3ccccc3)c2=O)cc1
10% | 9% | 8% | -35%[11.4 µM] | -21 | ? | 10% | ? | -5% | O=C(N/N=C/c1ccc(N2CCOCC2)cc1)c1ccccc1OCCOc1ccccc1
-9%[11.5 µM] | -4% | 23%[59 µM] | -27% | 0 | -14% | 3% | 4% | -2% | Cc1ccc2occ(C(c3nnnn3C3CCCC3)N3CCN(C(=O)c4ccco4)CC3)c(=O)c2c1 (centres undefined)
0% | 5% | 4% | -4%[11.4 µM] | -1 | -2% | 14% | 2% | -12% | COC(=O)c1cnc(SCc2ccc(C)cc2)n1C
i | -32% | -8%[59 µM] | -16% | 0 | 19% | 12% | -5% | -9% | CCOC(=O)c1cnc2ccc(OCC)cc2c1N1CCN(c2ccccc2F)CC1
0% | -3% | -11% | -26% | 1 | 3% | 20% | -16% | -22% | COCCn1c(C)cc(C(=O)Cn2nc(C(=O)O)c3ccccc3c2=O)c1C
4% | · | · | 0% | -9 | 5% | 39% | 4% | -7% | COc1ccc(NC(=O)N(C)C[C@H]2Oc3c(NS(=O)(=O)c4cn(C)cn4)cccc3C(=O)N([C@H](C)CO)C[C@@H]2C)cc1
-7% | -22% | ? | -6% | 2 | -2% | 44%[activator] | -1% | -11% | Cc1ccc(C2CC(=O)NC(SCC(=O)Nc3nccs3)=C2C#N)cc1 (centres undefined)
-10% | -5% | 1% | -13% | -20 | -12% | 20% | 1% | -19% | O=C(COC(=O)CCC1CCCC1)Nc1cc(S(=O)(=O)N2CCOCC2)ccc1Cl
-10% | · | · | 3% | 1 | -13% | 38% | 0% | 0% | COc1ccc2sc(-c3ccc(SC)cc3)c(/C=C/c3ccc(OC)c(OC)c3)c2c1
1% | 1% | 0% | -14% | 5 | 2% | 30% | 8% | -7% | Nc1nnc(SCc2c(F)cccc2Cl)s1
-4% | -10% | 12%[59 µM] | -21% | 3 | -6% | 18% | -1% | -3% | O=C(CN1CCN(Cc2ccc(F)cc2Cl)C1=O)NCc1cccs1
-6% | -3% | 5%[12.7 µM] | 8%[11.4 µM] | -5 | 3% | 12% | 1% | -15% | O=C(CSc1nc(N2CCCCC2)nc(N2CCCCC2)n1)c1ccccc1
-9% | -3% | 11%[59 µM] | -19% | 0 | -3% | 14% | 13% | -9% | CC12CCC(=O)N1C(C(=O)NNC(=O)COc1ccccc1F)CS2 (centres undefined)
i | 64%[activator] | 9%[59 µM] | -5% | -1 | 1% | 15% | 0% | 0% | COC(=O)C(C)N(C(=O)c1cccc(Cl)c1)c1c(C)cccc1C (centres undefined)
-4% | -6% | 11% | -14% | 0 | 4% | 29% | -2% | -16% | CSCCC(NC(=O)c1ccccc1Br)C(=O)N1CCC(C)CC1 (centres undefined)
4% | 3% | · | 0% | 8 | 6% | 23% | -1% | -17% | C=CCn1c(SCc2ccc(C#N)cc2)nnc1-c1ccc(C)cc1
-2% | -3% | 13%[0.501 µM] | -33% | 4 | 10% | 17% | 2% | -21% | O=C(NCc1ccccc1)c1nc[nH]c1C(=O)N1CCc2ccccc2C1
3% | -26% | -9% | -23% | 3 | -1% | 29% | 1% | -15% | CCCc1cc(=O)oc2cc(C)cc(OCC(=O)NCCCn3ccnc3)c12
· | -9% | 3%[12.7 µM] | -25% | -1 | -17% | 27% | -1% | · | CCOc1ccc(-c2cc3c(=O)n(CC(=O)NCc4ccc(F)cc4)ccn3n2)cc1
-2% | · | · | · | 7 | · | · | -10% | -6% | Cc1cccc(OCCNC(=O)c2cc(C3CC3)nc3c2cnn3C(C)C)c1
i | 56µM* | ? | -21%[11.4 µM] | -8 | -2% | 32% | 15% | -14% | CCC(=O)N(C)/C=C1\Sc2ccccc2C1=O
-8% | -11% | -3% | -12% | -10 | -10% | 25% | 0% | -8% | CCCn1c(N)c(Sc2ccc(C)cc2)c(=O)n(CCC)c1=O

Shown with two lines to a compound: entries from further up.
Results follow in this order: PGK inhibitor | BAZ2B inh | G9a block | JMJD2A Tudor inh | PI4K2A inh | Pin1 inh | HP1b binding inh | GLS inhibitor | Pol eta inh
- COc1ccc(NC(=O)N(C)C[C@H]2Oc3c(NS(=O)(=O)c4cn(C)cn4)cccc3C(=O)N([C@H](C)CO)C[C@@H]2C)cc1
 : 4% | · | · | 0% | -9 | 5% | 39% | 4% | -7%
- O=C(COC(=O)CCC1CCCC1)Nc1cc(S(=O)(=O)N2CCOCC2)ccc1Cl
 : -10% | -5% | 1% | -13% | -20 | -12% | 20% | 1% | -19%
- CSCCC(NC(=O)c1ccccc1Br)C(=O)N1CCC(C)CC1 (centres undefined)
 : -4% | -6% | 11% | -14% | 0 | 4% | 29% | -2% | -16%
- O=C(CSc1nc(N2CCCCC2)nc(N2CCCCC2)n1)c1ccccc1
 : -6% | -3% | 5%[12.7 µM] | 8%[11.4 µM] | -5 | 3% | 12% | 1% | -15%
- Cc1ccc(C2CC(=O)NC(SCC(=O)Nc3nccs3)=C2C#N)cc1 (centres undefined)
 : -7% | -22% | ? | -6% | 2 | -2% | 44%[activator] | -1% | -11%
- COc1ccc2sc(-c3ccc(SC)cc3)c(/C=C/c3ccc(OC)c(OC)c3)c2c1
 : -10% | · | · | 3% | 1 | -13% | 38% | 0% | 0%
